# Source: PubChem
# USP1-UAF1 inh: inhibitors of human USP1/UAF1 deubiquitinase; O94782; recombinant USP1/UAF1, Ub-Rhodamine cleavage fluorescence; Potency, µM (doses to about 57.1 µM), inactives show top-dose activity change, negative = inhibition, actives largely listed as inhibitors; 0.23% of 390,000 active; AID 743255; also: potency is read from the fitted curve at half-maximal effect; % is scaled to controls: 0 for no effect and ±100 for the full control effect; nearly all actives have a fitted effect of over 60% in size; inactives centre near -12
# Target sequence (O94782 whole entry, looked up): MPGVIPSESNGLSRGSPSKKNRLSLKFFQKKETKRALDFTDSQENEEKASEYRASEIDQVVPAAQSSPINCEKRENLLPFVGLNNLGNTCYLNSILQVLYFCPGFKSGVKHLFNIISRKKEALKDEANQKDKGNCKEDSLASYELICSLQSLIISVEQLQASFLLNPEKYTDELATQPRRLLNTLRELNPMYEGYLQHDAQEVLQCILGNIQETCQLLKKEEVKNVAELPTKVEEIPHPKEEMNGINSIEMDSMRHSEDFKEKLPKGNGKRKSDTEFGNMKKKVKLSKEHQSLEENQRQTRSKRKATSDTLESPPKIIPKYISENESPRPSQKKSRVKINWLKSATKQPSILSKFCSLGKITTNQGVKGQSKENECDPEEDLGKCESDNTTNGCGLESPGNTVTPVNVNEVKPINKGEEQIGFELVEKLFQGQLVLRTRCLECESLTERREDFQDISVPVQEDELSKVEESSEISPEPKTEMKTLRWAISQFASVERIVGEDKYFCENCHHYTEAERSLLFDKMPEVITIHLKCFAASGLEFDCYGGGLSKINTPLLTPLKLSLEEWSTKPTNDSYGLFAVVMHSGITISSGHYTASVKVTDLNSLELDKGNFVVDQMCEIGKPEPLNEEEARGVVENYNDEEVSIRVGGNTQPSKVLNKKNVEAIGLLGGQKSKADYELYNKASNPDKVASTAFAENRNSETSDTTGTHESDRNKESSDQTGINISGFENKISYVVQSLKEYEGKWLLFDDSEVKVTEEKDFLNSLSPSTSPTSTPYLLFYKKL
#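 High-throughput fluorogenic screen: 1nM USP1/UAF1 complex, Ub-Rho substrate 150nM final, 50mM HEPES pH 7.8 with 0.5mM EDTA, 0.1 mg/ml BSA, 1mM TCEP and 0.01% Tween-20.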
# PI4K2A inh: inhibitors of human PI4K2A; Q9BTU6; purified PI4K2A, ADP-Glo luminescence, 1 h; stronger effect = lower value; activity change, negative = inhibition, % at 76.9 µM; 0.13% of 420,000 active; in the data active = activity change below about -50%; inconclusive = mostly about -30% to -49%;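 also: -100% = wells without enzyme as full effect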
#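 Compounds are screened against recombinant PI4K2A using PI as substrate and ATP, the latter dispensed at 300 microM. Reactions run one hour at ambient temperature before ADP-Glo detection; full inhibition defined by wells lacking enzyme.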
# D2 antag: antagonists of human D2 dopamine receptor; P14416; HEK293 TREx D2 cells, calcium flux, dopamine EC80; inhibition, % at 10 µM; 2% of 340,000 active; AID 485344; in the data active = inhibition above about 30%; also: 0% is about no effect
#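 Antagonism is scored as inhibition of an EC80 dopamine-evoked calcium signal in a force-coupled, tetracycline-inducible HEK293 T-REx D2 line, with compound present 180 s before agonist.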
# TRHR enhancer: allosteric enhancers of human TRH receptor; P34981; TRHR cells, fluo-8 calcium fluorescence, EC20 TRH enhancement; enhancement, % at 2 µM; 0.66% of 360,000 active; in the data active = enhancement above about 30%; also: 0% is about no effect
#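 TRHR-expressing cells loaded with fluo-8 calcium dye were read kinetically (ex 480/em 530) during compound addition, then stimulated with an EC20 of TRH (10 nM final). Enhancement of the Gq-mediated intracellular calcium response was scored.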
# TrxR1 substrate: substrates of rat thioredoxin reductase 1 | 0.01% of 390,000 active | O89049 | Potency, µM (series often up to 114 µM), for the others: at the top dose activity change, negative = substrate turnover | purified TrxR1 substrate turnover, NADPH consumption readout | AID 588456; also: potency is read from the fitted curve at half-maximal effect; % is scaled to controls: 0 for no effect and ±100 for the full control effect; nearly all actives have a fitted effect of over 50% in size
#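 Rat TrxR1, dispensed at 90 nM, was prereduced with 400 uM NADPH (final) for 5 min at ~22 deg C, then incubated with compound 15 min before 400 uM selenite. A first-read NADPH fluorescence drop versus no-compound background flagged substrates.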
# D2 ag: activates the human D2 dopamine receptor. HEK293 T-REx D2 cells, calcium flux agonist mode. activation, % at 2 µM. 0.53% of 340,000 active;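 active = activation over 3 SD above normal in the single-dose calcium agonist read, cut at about 30% in these data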; also: 0% is about no effect
#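 Agonism scored from kinetic calcium signal (1 read/sec, 180 s) following compound pin transfer, after a 10 s baseline. Cells: HEK293 Trex line expressing inducible D2 receptor coupled to calcium, dye-loaded after overnight culture at 30 C.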
# TrxR1 inh: inhibitors of rat thioredoxin reductase 1; O89049; recombinant rTrxR1, NADPH fluorescence consumption, selenite substrate; Potency, µM (top dose mostly 114 µM), for the others: at the top dose activity change, negative = inhibition, actives largely listed as inhibitors; 1% of 390,000 active; AID 588453; also: potency is read from the fitted curve at half-maximal effect; % is scaled to controls: 0 for no effect and ±100 for the full control effect; nearly all actives have a fitted effect of over 65% in size
#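 Rat TrxR1 (90 nM in the dispensed reagent) was pre-reduced with 400 uM NADPH for 5 min at room temperature, then incubated with compound for 15 min. After 400 uM selenite was added, NADPH fluorescence (Ex 340/Em 450 nm) was followed for 8 min.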
# TRHR agonist: agonists of human TRH receptor; TRHR cells, calcium flux fluo-8, FDSS agonist mode; activation, % at 2 µM; 0.18% of 360,000 active; AID 493084; in the data active = activation above about 30%; also: 0% is about no effect
#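 Read-out: compound-evoked intracellular calcium rise in TRHR cells, fluo-8 dye, kinetic FDSS fluorescence at 1 s/cycle following a 10-cycle baseline. Cells cultured overnight before dye loading (30 min–1.5 h, RT).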
# IDH1 R132H inh: human IDH1 R132H inhibition | O75874 | IDH1-R132H enzyme, NADPH consumption, diaphorase/resazurin fluorescence | Potency, µM (highest dose often 76.6 µM), inactives show at the top dose activity change, negative = inhibition, actives largely listed as inhibitors | 0.093% of 390,000 active | AID 602179; also: potency is read from the fitted curve at half-maximal effect; % is scaled to controls: 0 for no effect and ±100 for the full control effect; nearly all actives have a fitted effect of over 65% in size
#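 IDH1-R132H (0.5 ug/mL) preincubated 30 min with compound, then NADPH (0.016 mM) and alpha-KG (2 mM) added; 80 min at RT, pH 7.5. Remaining NADPH coupled via diaphorase/resazurin to fluorescence (540/590 nm); concentration-response curves normalized to no-enzyme control.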
# * = called active by the depositor; ? = inconclusive; / = not tested or not shown; [ ] = remark or other dose. Unless noted, calls follow the shape of the dose curve; as a rule, active = well fitted inhibition curve with a large enough effect; inconclusive = small, poorly fitted or top-dose-only effect; inactive = no such curve, though single readings can be large or run the other way.
SMILES,USP1-UAF1 inh,PI4K2A inh,D2 antag,TRHR enhancer,TrxR1 substrate,D2 ag,TrxR1 inh,TRHR agonist,IDH1 R132H inh
CC(=O)c1ccc(OCC(O)Cn2nnc3ccccc32)cc1 (stereo unspecified),?,-2,1,6,11%,0.2,26%,-1.3,1%
CCOC(=O)Cn1c(=O)oc2cc(S(=O)(=O)N3CCn4c3nc3ccccc34)ccc21,-19%,-4,11,0,7%,0.0,17%,0.1,12%
CCN(CC)C(=O)COc1cc(C)c(Cl)c(C)c1,-6%,5,18,6,9%,-1.0,20%,-0.7,2%
CCN(CC)C(=O)C1CCN(S(=O)(=O)c2ccc(-n3cnnn3)cc2)CC1,5%,-2,6,4,-7%[57.1 µM],1.1,14%[57.1 µM],2.3,3%
Cc1nn(C)c(C)c1CN(C)S(=O)(=O)c1ccc2ccccc2c1,3%,-5,2,-7,-4%,0.5,-5%,0.2,-3%
O=C(NNC(=O)c1ccccc1)C(=O)N1CCCCC1,-5%,3,5,-1,-1%,0.8,7%,0.0,3%
Cc1ccc2cc(CN(CCCO)S(=O)(=O)c3cccc4nsnc34)c(=O)[nH]c2c1C,-12%,4,9,4,-8%,0.4,-10%,-1.2,9%
O=C(NNC(=S)Nc1ccc(Cl)cc1)c1ccccc1OC(F)F,-8%,8,4,-4,-10%,0.6,-29%,0.4,1%
Cc1cc([N+](=O)[O-])ccc1NC(=O)CSc1nnc(C)n1C,-9%,8,11,-4,-2%,0.7,6%,-0.2,0%
CCn1nc(C)c(/C=N/NC(=O)c2nc3nc(C)cc(C)n3n2)c1C,-16%,-12,0,5,3%,1.1,18%,0.6,-2%
CC(=O)Nc1ccc2oc(-c3ccccc3)nc2c1,-8%,0,-2,-5,137%[activator],1.2,37%[activator],0.3,-4%
COc1ccc(N2CCN(C(=O)CNC(=O)Cc3ccccc3)CC2)cc1,2%,-1,1,1,-4%,-0.5,-1%,0.0,1%

# 4 of the entries above in order of the TrxR1 inh value, falling:
molecule | USP1-UAF1 inh | PI4K2A inh | D2 antag | TRHR enhancer | TrxR1 substrate | TrxR1 inh | TRHR agonist
O=C(NNC(=O)c1ccccc1)C(=O)N1CCCCC1 | -5% | 3 | 5 | -1 | -1% | 7% | 0.0
COc1ccc(N2CCN(C(=O)CNC(=O)Cc3ccccc3)CC2)cc1 | 2% | -1 | 1 | 1 | -4% | -1% | 0.0
Cc1nn(C)c(C)c1CN(C)S(=O)(=O)c1ccc2ccccc2c1 | 3% | -5 | 2 | -7 | -4% | -5% | 0.2
Cc1ccc2cc(CN(CCCO)S(=O)(=O)c3cccc4nsnc34)c(=O)[nH]c2c1C | -12% | 4 | 9 | 4 | -8% | -10% | -1.2

# Next part.
SMILES,USP1-UAF1 inh,PI4K2A inh,D2 antag,TRHR enhancer,TrxR1 substrate,D2 ag,TrxR1 inh,TRHR agonist,IDH1 R132H inh
Cc1ccc(S(=O)(=O)Nc2ccc(O)c(Sc3ncn[nH]3)c2)cc1,?,2,-17,4,-5%,-0.5,-8%,0.3,5%
S=C(NCc1cccs1)Nc1cccc(Cl)c1,-4%,7,-5,2,-3%,0.8,?,0.0,3%
CC1=C(C(=O)N2CCCC(CCC(=O)NCc3ccc(F)c(F)c3)C2)OCCO1 (stereo unspecified),-20%,9,5,-8,6%,-0.3,9%,1.2,-5%
Cc1ccc(C(=O)CCC(=O)N2CCN(C(=O)c3ccco3)CC2)cc1,8%,-1,13,-1,4%,-0.5,?,0.3,0%
COc1ccccc1NC(=O)CSc1nnc2ccc(-c3ccccn3)nn12,3%,-1,/,2,-8%,0.1,-2%,1.4,-5%
COc1ccccc1NC(=S)NCCc1c[nH]c2ccccc12,-15%,15,/,-3,-3%[57.1 µM],/,7%[57.1 µM],-0.4,2%
O=C(O)CCCNC(=O)/C(=C\c1ccc(Cl)cc1)NC(=O)c1ccccc1Br,-17%,-3,-3,1,-2%,0.4,3%,0.7,3%
C=CCN1C(=O)N(c2ccccc2)C(=O)C1CC(=O)Nc1ccc(OC)cc1 (stereo unspecified),3%,0,12,1,-1%,-1.4,-3%[57.1 µM],0.2,7%
CC(=O)Nc1c(-c2cc(=O)oc3cc(C)ccc23)oc2ccccc12,-9%,-1,-3,6,-1%,-0.4,2%,-0.9,3%
COCCN(Cc1cc2cc3c(cc2nc1Cl)OCO3)C(=O)c1ccc(C)cc1,-22%,-2,-2,5,-1%,-0.8,13%,-0.7,-2%
CCCN(C(=O)/C=C/c1ccc(S(=O)(=O)N(CC)CC)cc1)C1CCS(=O)(=O)C1 (stereo unspecified),-13%,1,/,/,-8%,/,-3%,/,8%
O=C(O)Cc1ccc(NC(=O)Nc2cccc(Cl)c2)cc1,-9%,-3,/,-5,-1%,/,1%,0.5,4%
CN(CC(=O)Nc1ccc(Cl)cc1)S(=O)(=O)c1ccc2c(c1)n(C)c(=O)c(=O)n2C,-13%,9,11,-5,10%,-1.6,9%,-0.4,9%
O=S(=O)(c1ccccc1OC(F)(F)F)N1CCN(c2ccnc3cc(Cl)ccc23)CC1,-21%,-1,-2,3,15%,-0.3,58%[activator],1.1,-4%
CCN(C(=O)CN1CCN(c2ccc(O)cc2)CC1)c1c(N)n(Cc2ccccc2)c(=O)[nH]c1=O,-4%,-10,2,12,4%,0.1,-2%,0.8,4%
CCc1ccc(C(=O)c2oc3nc(C)cc(C)c3c2N)cc1,-10%,-4,17,0,-2%,0.3,1%,-0.4,5%
Cc1ccc(NC(=O)CSc2nc3ccccc3c(=O)n2CC2CCCO2)cc1 (stereo unspecified),-13%,4,/,-8,-6%,/,-9%,0.1,9%
O=C(NCCCN1CCOCC1)c1ccc2c(c1)N(Cc1ccc(F)cc1)CCS2,-20%,-4,2,-5,191%[activator],2.5,94%[activator],-0.4,0%
CCn1c(-c2cc3c(C(F)(F)F)nn(C)c3s2)n[nH]c1=S,-2%,-6,12,9,19%[57.1 µM],0.3,-9%[57.1 µM],-0.6,2%
O=C1C2CC=CCC2C(=O)N1c1ccc(NCCc2cccc(F)c2)c([N+](=O)[O-])c1 (stereo unspecified),-6%,2,7,2,-9%,-0.6,8%,0.6,0%
O=C(NNc1ccccc1)C(=O)NNS(=O)(=O)c1ccc([N+](=O)[O-])cc1,-3%,-1,/,-1,-4%,/,-3%[57.1 µM],0.1,0%
COc1ccc(OCC(=O)OCC(=O)N2CC(=O)Nc3ccccc32)cc1,-13%,-1,0,4,-3%,0.0,-9%,0.1,-7%
CC(C)C(NC(=O)c1ccco1)C(=O)NCC(c1ccco1)N(C)C (stereo unspecified),-16%,-2,12,-2,10%,0.3,-3%,0.3,3%
CCOc1ccc(N2C(=O)CC(NC3CCN(C(=O)c4ccc(F)cc4)CC3)C2=O)cc1 (stereo unspecified),-17%,-1,38*,-7,-3%,0.3,?,-1.1,4%
CC(C)Sc1cc(N2CCCC2)nc(-c2ccc(F)cc2)n1,-23%,1,-16,-2,6%,0.3,11%,-0.1,0%
CC(/C=C/c1ccco1)=N\NC(=O)c1cc(Cl)ccc1O,-26%,-6,5,0,-1%,0.6,?,1.4,4%
Cc1ccc(S(=O)(=O)N(C)C)cc1NC(=S)NC12CC3CC(CC(C3)C1)C2,-27%,0,78*,-4,1%,0.2,4%,0.6,9%
O=C(NCCc1ccc(Cl)cc1)C1CC(=O)N(CCc2ccccc2)C1 (stereo unspecified),-9%,6,1,9,-3%,-0.9,19%,-0.4,0%
COC(=O)C(O)(CC(=O)Nc1ccc(Cl)cc1F)C(F)(F)F (stereo unspecified),8%,1,12,-1,6%,0.3,10%,0.0,-2%
O=C(COc1ccccc1)Nc1nnc(-c2ccccc2Cl)o1,?,2,/,/,15%[57.1 µM],/,25%[57.1 µM],/,1%
CCCC/C=C/C(NC(=O)CCc1ccccc1)c1ccccc1 (stereo unspecified),-1%,0,-11,-6,3%[57.1 µM],-1.1,6%[57.1 µM],0.8,-1%
O=C(N/N=C/c1ccc(-c2ccccc2)o1)c1ccccc1O,-24%,-1,10,-2,2%,0.4,11%,-0.9,5%
COc1ccccc1CN1CCC(n2nccc2NC(=O)CCc2ccccc2)CC1,-30%,4,23,-2,7%,0.4,24%,-0.2,-11%
CC(=O)N1CCc2cc(C(=O)CN3CCN(C(=O)c4ccco4)CC3)ccc21,-20%,-2,22,0,-1%[57.1 µM],12,16µM*,0.2,-4%
Cc1ccc2nc(Cl)c(CN(C(=O)c3cnccn3)C3CCCCC3)cc2c1,-15%,-6,/,/,5%,/,4%[57.1 µM],/,1%
Cc1cc(NC(=O)c2c([N+](=O)[O-])c(C)nn2C)no1,-8%,-4,/,3,-6%[57.1 µM],/,9%[57.1 µM],-0.1,4%
CN(C)S(=O)(=O)c1cccc(C(=O)Nc2ccc(C(=O)Nc3cccc(S(N)(=O)=O)c3)cc2)c1,-2%,-6,/,/,4%[57.1 µM],/,16%[57.1 µM],/,3%
COCCNc1nnc(SCC(=O)NC2CCCCC2)s1,-15%,-6,-4,2,-1%,-0.1,20%,-0.5,-8%
O=C(COc1ccc(Br)cc1)N/N=C1/SCC(=O)N1Cc1ccccc1,-8%,3,3,-1,-14%,-0.1,-13%,-0.7,2%
C/C(=N\Nc1ccc([N+](=O)[O-])cc1)c1ccc(N2CCOCC2)cc1,-7%,-6,1,4,-3%,8.1,2%,19,2%
CCCn1nc(CC(=O)O)c2ccccc2c1=O,-17%,4,-8,-3,6%[57.1 µM],-0.1,9%[57.1 µM],-0.6,-2%
COC(=O)c1sccc1N(C)S(C)(=O)=O,-6%,3,9,-4,-2%[57.1 µM],0.5,7%[57.1 µM],0.9,-13%
O=c1cc(CSc2nnc(NC3CCCCC3)s2)nc2sccn12,-16%,-1,2,-2,3%[57.1 µM],1.3,8%[57.1 µM],-0.4,4%
